HTT ATP protect: qHTS Multiplex Assay to Identify Dual Action Probes in a Cell Model of Huntington: Cytoprotection (ATP). PC12 HTT-Q103 induced, cytoprotection, ATP luminescence, 40 h. Potency, µM (series often up to 56.4 µM), inactives show cytoprotection (ATP increase), actives largely listed as activators. 230,000 compounds, 0.14% hits. AID 1471, 2008;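 further: % of control where 0% means no effect; nearly all actives have a fitted effect of over 45% in size; toxic huntingtin expression switched on by the ecdysone agonist tebufenozide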
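Huntington model: PC12 line, ecdysone-inducible HTTQ103 exon1–GFP, tebufenozide 100 nM. Test articles in a dose series. Endpoint luminescence from cellular ATP.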
Tau fibril ThT: qHTS for Inhibitors of Tau Fibril Formation, Thioflavin T Binding; Microtubule-associated protein tau (Homo sapiens), P10636; recombinant tau K18 P301L, heparin-induced fibrillization, ThT fluorescence; Potency, µM (doses to about 57.4 µM), without a hit: at the top dose activity, negative = inhibition, most hits filed as inhibitors; 270,000 compounds, 2.1% hits; AID 1460, 2008; further: on the % scale 0 is the no-effect control and ±100 the full control effect; nearly all actives have a fitted effect of over 55% in size
Target sequence (P10636 561-689 P618L limits assumed): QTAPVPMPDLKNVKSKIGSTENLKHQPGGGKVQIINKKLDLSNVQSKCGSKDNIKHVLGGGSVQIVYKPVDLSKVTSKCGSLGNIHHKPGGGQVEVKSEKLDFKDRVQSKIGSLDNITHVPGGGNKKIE
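Recombinant human tau K18 fragment […] carrying P301L, 15 uM unlabeled plus 0.24 uM Alexa 594-labeled, was fibrillized with 20 uM heparin in 100 mM sodium acetate pH 7 for 6 hr at 37 C; 30 uM ThT fluorescence read after 1 hr.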
JMJD2E inh: qHTS Assay for Inhibitors of Human Jumonji Domain Containing 2E (JMJD2E); Lysine-specific demethylase 4E (Homo sapiens), B2RXH2; JMJD2E catalytic domain, FDH-coupled NADH fluorescence (FDH is formaldehyde dehydrogenase); Potency, µM (top dose mostly 57.1 µM), for the others: at the top dose activity change, negative = inhibition, most hits filed as inhibitors; 230,000 compounds, 1.6% hits; AID 2147, 2009; active means well fitted inhibition curve with a large enough effect, not every such curve was filed as active; inconclusive means small, poorly fitted or top-dose-only effect, or another doubt; inactive means no such curve, though single readings can be large or run the other way;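 further: 0% = wells with enzyme and -100% = buffer wells without enzyme; nearly all actives have a fitted effect of over 50% in size; many of its hits are not listed in these tables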
Target sequence (B2RXH2 1-337 limits assumed): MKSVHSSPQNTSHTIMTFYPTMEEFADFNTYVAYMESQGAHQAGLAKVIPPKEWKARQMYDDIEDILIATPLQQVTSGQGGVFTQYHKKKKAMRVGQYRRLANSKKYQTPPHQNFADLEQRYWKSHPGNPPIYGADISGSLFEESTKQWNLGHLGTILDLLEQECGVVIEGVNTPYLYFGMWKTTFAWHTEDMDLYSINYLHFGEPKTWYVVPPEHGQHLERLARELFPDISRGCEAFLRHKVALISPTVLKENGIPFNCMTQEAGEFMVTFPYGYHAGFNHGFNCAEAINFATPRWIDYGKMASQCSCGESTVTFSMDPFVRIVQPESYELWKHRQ
Tau fluor counter: Counterscreen qHTS for Inhibitors of Tau Fibril Formation, Fluorescence Polarization | 280,000 compounds, 0.93% hits | Potency, µM (top dose mostly 57.7 µM), for the others: at the highest dose activity change, negative = decrease | tau K18 P301L Alexa594 fluorescence, heparin fibrillization | AID 1463, 2008; further: on the % scale 0 is the no-effect control and ±100 the full control effect; nearly all actives have a fitted effect of over 55% in size
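Human tau K18 P301L (15 uM unlabeled, 0.24 uM Alexa 594-labeled) in 100 mM sodium acetate pH 7 with 20 uM heparin, 6 hr at 37 C. ThT 30 uM added, 1 hr ambient; Alexa 594 FP and total fluorescence read at 555/632 nm.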
SMN2 splice enh: qHTS Assay for Enhancers of SMN2 Splice Variant Expression; HEK293 SMN2-luciferase splicing reporter, luminescence, 30-36 h; Potency, µM (top dose mostly 46.1 µM), for the others: at the highest dose activity change, positive = activation, actives largely listed as activators; 210,000 compounds, 2.8% hits; further: % of control where 0% means no effect; nearly all actives have a fitted effect of over 55% in size
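HEK293 cells carry an SMN2 […]–luciferase reporter in which exon 7 inclusion puts luciferase in frame. Cells were plated 10-12 h before compound addition, then incubated 30-36 h at 37C. ONE-Glo luminescence was read; sodium butyrate at 4.5 mM final served as control.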
Tau FP inhib: qHTS for Inhibitors of Tau Fibril Formation, Fluorescence Polarization. K18 P301L tau heparin fibrillization, Alexa594 FP, 6 h. AID 1468, 2008. 280,000 compounds, 0.39% hits. Microtubule-associated protein tau (Homo sapiens), P10636. Potency, µM (top dose mostly 57.7 µM), for the others: at the highest dose activity, negative = inhibition, usual class: inhibitors; further: on the % scale 0 is the no-effect control and ±100 the full control effect; nearly all actives have a fitted effect of over 55% in size
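Read-out: fluorescence polarization of Alexa 594-labeled tau (0.24 uM), 555 nm excitation, 632 nm emission. Mixtures held 15 uM unlabeled K18 P301L, compound and 20 uM heparin, pH 7 acetate buffer, incubated 6 hr at 37 C.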
HTT aggregate: qHTS Multiplex Assay to Identify Dual Action Probes in a Cell Model of Huntington: Aggregate Formation (GFP); PC12 HttQ103-GFP aggregates, Acumen cytometry, 40 h; Potency, µM (top dose mostly 46.1 µM), without a hit: at the highest dose activity change, negative = inhibition, usual class: inhibitors; 220,000 compounds, 1.1% hits; further: on the % scale 0 is the no-effect control and ±100 the full control effect; nearly all actives have a fitted effect of over 60% in size
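Huntingtin Q103 exon 1–GFP aggregates in induced PC12 cells (100 nM tebufenozide) were quantified by cytometry from lysates, with compounds dosed in titration.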
ALDH1A1 block: qHTS Assay for Inhibitors of Aldehyde Dehydrogenase 1 (ALDH1A1). Aldehyde dehydrogenase 1A1 (Homo sapiens), P00352. Purified ALDH1A1, NADH fluorescence, propionaldehyde substrate. 220,000 compounds, 7.3% hits. Potency, µM (titrated, usually from 75.3 µM), without a hit: top-dose activity, negative = inhibition, actives largely listed as inhibitors. AID 1030, 2008; active means well fitted inhibition curve with a large enough effect, not every such curve was filed as active; inconclusive means small, poorly fitted or top-dose-only effect, or another doubt; inactive means no such curve, though single readings can be large or run the other way;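 further: plate controls were no enzyme wells and a reference inhibitor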
Target sequence (P00352 whole entry, looked up): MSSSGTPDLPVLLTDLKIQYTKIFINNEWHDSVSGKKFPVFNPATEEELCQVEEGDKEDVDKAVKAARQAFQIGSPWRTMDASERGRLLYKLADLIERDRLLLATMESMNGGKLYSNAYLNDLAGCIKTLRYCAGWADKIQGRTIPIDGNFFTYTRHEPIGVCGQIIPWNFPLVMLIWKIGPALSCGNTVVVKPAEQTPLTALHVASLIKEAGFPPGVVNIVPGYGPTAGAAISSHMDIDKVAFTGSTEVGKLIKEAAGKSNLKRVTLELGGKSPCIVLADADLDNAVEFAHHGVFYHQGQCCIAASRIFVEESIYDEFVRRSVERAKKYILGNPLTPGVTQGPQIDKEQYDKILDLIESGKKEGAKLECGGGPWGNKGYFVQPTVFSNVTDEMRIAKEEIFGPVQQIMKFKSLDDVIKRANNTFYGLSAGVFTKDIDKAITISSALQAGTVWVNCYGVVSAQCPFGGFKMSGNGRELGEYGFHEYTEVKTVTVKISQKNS
Active calls of the source: *; ? = inconclusive; . = no result given; & = joins results of further samples; [ ] = remark or other dose. Unless noted, the call rests on the fitted dose curve; in most records, active means well fitted curve in the direction sought with a large enough effect; inconclusive means small, poorly fitted or top-dose-only effect, or another doubt; inactive means no such curve, though single readings can be large; an effect the other way counts as inactive or inconclusive. Potency means the concentration at half of the fitted maximal effect.

| Structure | HTT ATP protect | Tau FP inhib | SMN2 splice enh | ALDH1A1 block | Tau fibril ThT | Tau fluor counter | HTT aggregate | JMJD2E inh |
| --- | --- | --- | --- | --- | --- | --- | --- | --- |
| O=C(Nc1ccccc1N1CCN(C(=O)c2ccccc2)CC1)c1ccc(Cl)cc1 | -18.1%[10 µM] | 7.5% | 8.6% | ? | -11.3% | -14.7% | -8.5% | -21.4% |
| Cc1cccc(CSc2nn3c(=O)c(C)nnc3s2)c1 | -5.9%[10 µM] | -9.3% | 115.9% | -10.6% | -18.7% | -7.2% | ? | 1.2% |
| Cc1nc2ccc(C(=O)Nc3cccc([N+](=O)[O-])c3)cc2s1 | -30.8% | -8.4% | ? | 1.3% | ? | ? | 0.8%[9.22 µM] | 0.5% |
| CCCCN1CC2([N+](=O)[O-])C=CC(=O)C([N+](=O)[O-])(C1)C2CC(=O)c1ccccc1 (stereo unspecified) | 5.8%[10 µM] | -5.7% | -13.4% | ? | ? | -15.2% | 3.4% | -11.2% |
| COc1ccc(C2C(C(N)=O)=C(C)Nc3nc(CCCO)nn32)c(OC)c1 (stereo unspecified) | . | -11.2% | 6.9% | . | 1.4% | -6.9% | . | . |
| Cc1nnc2ccc(-c3cccc(NC(=O)c4ccc(Cl)nc4)c3)nn12 | -29.7% | -11.8% | 20.2% | ? | -14.7% | -17.6% | 5.7% | ? |
| CC(C)CNC(CC(=O)Nc1cccc([N+](=O)[O-])c1)C(=O)O (stereo unspecified) | 5.5%[10 µM] | 2.6% | -7.9% | ? | 3.9% | 6.3% | -0.7% | -12.3% |
| O=C(NCC1CCCO1)c1cc(C(=O)C2CC2)c[nH]1 (stereo unspecified) | 13.8%[10 µM] | -7.8% | 1.9% | -0.6% | -9.0% | -9.0% | 0.1% | -2.8% |
| C/C(Cc1ccccc1)=N\NC(=O)c1cc(C(C)(C)C)[nH]n1 | -42.6%[inhibitor] | -4.0% | -13.6% | -1.6% | -12.8% | -8.3% | -4.6% | 4.2% |
| Cc1ccccc1Cn1c(-c2cncs2)nc2ccccc21 | -22.5%[10 µM] | -2.6% | 2.9% | -8.2% | 2.7% | -0.7% | ? | ? |
| Cc1nc2ccccc2n1CCc1ccccc1 | 11.4%[10 µM] | -3.0% | . | 5.8% | -4.3% | -1.8% | 5.8%[9.22 µM] | -12.2% |
| Brc1ccc2nc(SCCOc3ccccc3)[nH]c2c1 | . | 28.2µM* | -8.8% | . | ? | 14.1µM*[quencher] | . | . |
| CN(C(=O)COC(=O)c1ccc(=O)n(Cc2ccccc2)n1)c1ccccc1 | -23.2% | -10.5% | 1.0% | 7.6% | -1.5% | -6.4% | 25.4% | 8.7% |
| COc1ccc(C2=NN(C(C)=O)C(c3cn(-c4ccccc4)nc3-c3cccs3)C2)cc1 (stereo unspecified) | . | 2.7% | -4.1% | . | -17.5% | -17.7% | . | . |
| CCOC(=O)N1CCN(C(=O)c2ccccc2Oc2ccccc2)CC1 | 10.9% | -0.6% | 13.2% | ? | -6.8% | -7.1% | 8.8% | 6.3% |
| COc1cc(OC)cc(C(=O)Nc2ccccc2-c2nnn(CC(N)=O)n2)c1 | -18.6%[10 µM] | -7.5% | -2.5% | -2.1% | -9.9% | -13.0% | 11.9% | ? |
| COc1cc(CN(CC2CCCO2)C(=O)c2ccc(F)cc2)cc(OC)c1OC (stereo unspecified) | . | -6.1% | 3.2% | . | -5.6% | -8.2% | . | . |
| COc1ccccc1/C=C/C=N/N1CCN(Cc2ccc(Cl)cc2)CC1 | -36.0% | 11.0% | -32.7%[inhibitor] | 17.8µM* | ? | -25.0% | 20.5% | ? |
| C=CCNCCCCOc1ccc(OCC)cc1 | -0.6% | 2.1% | -8.5% | 9.0% | -11.3% | -4.3% | 0.7% | 8.9% |
| CC(Sc1nnc(-c2ccccc2)c(-c2ccccc2)n1)C(=O)Nc1ncc(Cl)cc1Cl (stereo unspecified) | 22.9%[10 µM] | 8.3% | -14.6% | ? | -16.1% | -8.6% | -23.0% | ? |
| CC(=O)Nc1ccc(S(=O)(=O)N2CCN(C(=O)c3ccccc3F)CC2)cc1 | 19.0%[10 µM] | -2.8% | -54.6%[inhibitor] | -4.3% | -6.4% | -5.9% | ? | -11.8% |
| COC(=O)C1CCCN1C(=O)COc1ccc(Cl)cc1Br (stereo unspecified) | . | 5.8% | 11.3% | ? | -6.6% | -0.3% | 12.3% | 4.6% |
| O=C(NCc1cccnc1)C1CC(c2ccc(F)cc2)=NO1 (stereo unspecified) | -9.3% | 4.3% | -3.0% | 1.8% | -6.2% | -2.5% | 7.8% | 4.0% |
| O=C(Nc1cccc(Cl)c1)OCc1cnc(Cl)s1 | -1.5% | ? | -11.5% | 0.7% | -14.7% | ? | -3.8% | 2.7% |
| O=C(NCCCn1ccnc1)c1ccco1 | 2.1% | 0.0% | ? | 3.5% | 3.5% | 1.8% | -0.5% | 0.9% |
| COc1cccc(C2C(C(C)=O)=C(O)C(=O)N2Cc2ccco2)c1 (stereo unspecified) | -12.9% | 0.4% | -23.5% | -1.5% | 4.1% | 5.8% | -6.8% | -6.5% |
| COc1cccc(CC(NC(C)=O)C(=O)NC2CCN(S(=O)(=O)c3ccc(C)cc3)CC2)c1OC (stereo unspecified) | ? | 4.7% | . | -6.2% | 5.8% | 4.8% | -1.2%[9.22 µM] | -6.2% |
| O=C(Nc1ccc(Br)cc1)Nc1ccccc1Cl | 5.2%[10 µM] | ? | . | 4.8% | 8.7% | ? | -18.1%[9.22 µM] | 6.7% |
| CCNC(=S)Nc1ccc(Cl)cc1Cl | 3.7%[10 µM] | -5.2% | -32.8%[inhibitor] | -5.3% | 0.4% | 2.3% | -11.7% | 8.9% |
| CC1c2[nH]c3ccccc3c2CCN1S(C)(=O)=O (stereo unspecified) | 0.3%[10 µM] | -15.7% | -19.4% | 15.3% | -18.7% | -19.4% | -11.3% | 2.8% |
| O=[N+]([O-])c1ccc2nc(-c3ccc(Cl)cc3)n(OCc3ccccc3)c2c1 | 2.1% | 9.8% | 2.3% | 6.0% | -2.7% | -7.0% | 1.8% | 2.6% |
| COc1ccc(NC(=O)CN2C(=O)C(c3ccc(C)cc3)=NC23CCCCCC3)cc1Cl | . | ? | 16.4% | . | 7.9% | -25.0% | . | . |
| CCCCN1C(=O)CCC(C(=O)O)C1c1ccc(OC)cc1 (stereo unspecified) | -12.3%[10 µM] | 1.9% | 8.5% | 17.7% | 5.9% | 12.8% | -0.7% | 0.3% |
| Cc1cc(=O)[nH]c(N/N=C/c2ccc3c(c2)OCCO3)n1 | -31.4%[10 µM] | 4.9% | . | . | ? | -2.3% | -17.2%[9.22 µM] | ? |
| CCOC(=O)Cc1c(Cl)c2ccccc2[nH]c1=O | 21.5% | -2.2% | -1.1% | -8.4% | 2.8% | 1.1% | 7.9% | ? |
| COC(=O)Cc1cc(=O)[nH]c(/N=C(\N)Nc2ccc(C)cc2C)n1 | 1.4% | 7.0% | -0.7% | 2.8% | -8.4% | 1.8% | 14.4% | -0.8% |
| O=C(Nc1ccccc1)c1ccc[nH]1 | 27.3%[10 µM] | -8.2% | -8.1% | 7.0% | 3.3% | 1.3% | 3.6% | 1.9% |
| CC#CCN1c2ccccc2[C@]23C[C@@H](C(=O)OC)N(C(=O)OCC)C2=NC(C(=O)OC)=C(C(=O)OC)[C@H]13 | 3.4%&0.6%[10 µM] | -1.8%[11.6 µM] | 12.8%[9.22 µM] | 12.9%[13.5 µM] | -1.6%[11.5 µM] | -0.3%[11.6 µM] | 31.7%[9.22 µM] | 3.6%[11.4 µM] |
| Cc1ccc(NC(=O)c2cc(F)c(F)cc2Cl)nc1 | -13.0%[10 µM] | -3.5% | . | -1.5% | -11.9% | -16.2% | 7.8%[9.22 µM] | 3.5% |
| Cc1ccccc1NC(=O)C(C)c1cccc(C(=O)c2ccccc2)c1 (stereo unspecified) | 11.2% | 6.2% | -6.2% | 4.0% | -9.6% | -15.0% | ? | 3.7% |
| CC1CN(c2snnc2C=C2C(=O)OC(C)(C)OC2=O)CC(C)O1 (stereo unspecified) | -27.0% | -18.4% | -1.1% | 20µM* | ? | -11.5% | -14.3% | -18.2% |
| Cc1ccc(C(=O)c2cn(-c3ccc(F)c(Cl)c3)nn2)cc1 | -19.3% | 9.4% | 11.0% | 6.7% | -5.4% | 5.1% | 2.6% | 11.0% |
| CCOc1ccc(C(=O)c2cn(Cc3ccc(Cl)cc3)c3cc(OC)c(OC)cc3c2=O)cc1 | . | 3.4% | 4.8% | . | -7.9% | -6.3% | . | . |
| O=S(=O)(CCSc1nc2ccccc2o1)Cc1ccccc1 | -1.2%[0.074 µM] | -5.7% | 23.3% | 20µM* | -0.4% | -11.0% | 11.9% | -7.6% |
| CC[n+]1c(/C=C/c2ccc(N(C)C)cc2)ccc2ccccc21 | . | 5.3% | -115.9%[inhibitor] | ? | 3.2% | -7.4% | ? | -2.6% |
| O=C(NCCN1C(=O)S/C(=C\c2cccs2)C1=O)c1ccc(=O)[nH]c1 | . | 1.0% | 12.2% | 1.2% | ? | -2.8% | 0.3% | 4.1% |
| O=C(COC(=O)CCc1nc2ccccc2s1)Nc1ccc(Cl)cn1 | -11.4%[10 µM] | 0.7% | -3.0% | 6.3% | ? | -16.9% | -12.1% | ? |

Screening data from PubChem.

This is a subset; rates above refer to the full screens.
